Assay outcomes (PubChem)
EPAC1 antag = antagonists of human EPAC1; actives 0.14% (n = 360,000); O95398; Potency, µM (series often up to 115 µM), for the others: top-dose activity change, negative = inhibition, most hits filed as inhibitors; AID 720709; EPAC1 GEF assay, Rap1b-BODIPY-GDP exchange fluorescence;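 further: potency means the concentration at half of the fitted maximal effect; plate controls were vehicle for no effect and positive control for full effect; nearly all actives have a fitted effect of over 50% in size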
EPAC1 agonist = activates human EPAC1 exchange factor; O95398; EPAC1 agonist qHTS, biochemical assay; response scale: 100% = response to 6.5 mM cAMP; Potency, µM (highest dose often 154 µM), for the others: top-dose activation, most hits filed as activators; actives 0.073% (n = 360,000); further: potency means the concentration at half of the fitted maximal effect; nearly all actives have a fitted effect of over 60% in size
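EPAC1 100 nM, Rap1B–BODIPY-GDP 250 nM, unlabeled GDP 50 uM; compound titration; 5 min RT; kinetic read ex480/em540 at 5-min intervals ×30 min; data normalized to 6.5 mM cAMP agonist control.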
WRN inhibitor = blocks human WRN helicase | Q14191 | WRN helicase unwinding, fluorescent forked duplex, kinetic | Potency, µM (series often up to 114 µM), for inactives: top-dose activity change, negative = inhibition, actives largely listed as inhibitors | actives 0.46% (n = 360,000) | AID 651768; further: potency means the concentration at half of the fitted maximal effect; on the % scale 0 is the no-effect control and ±100 the full control effect; nearly all actives have a fitted effect of over 55% in size
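WRN at 20 nM final preincubated with compound 15 min at room temperature; reaction started with 100 nM fluorophore/quencher forked duplex oligonucleotide and 2 mM ATP final. Unwinding followed kinetically by red fluorescence (ex 525, em 598 nm).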
IL-2 act = activators of IL-2; IL-2 activation reporter assay, cell-based qHTS; stimulated with anti-CD3/CD4/CD28 beads; in transgenic mouse T cells; activation, % (series mostly up to about 46 µM); actives 0.065% (n = 360,000); in the data active means activation above about 50%; inconclusive means mostly about 30% to 49%; further: 0% is about no effect
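Quantitative HTS in unstimulated transgenic mouse T cells, with memory T cells as non-tolerant control and PMA/ionomycin as tolerance-bypass control. Compound pretreatment lasted 60 minutes before 18 h bead stimulation; EGFP/DsRed fluorescence read.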
EPAC2 agonist = agonists of human EPAC2 (RAPGEF4); actives 0.079% (n = 360,000); EPAC2 activation, biochemical qHTS; response scale: 100% = 6.5 mM cAMP response; AID 720711; Potency, µM (highest dose often 154 µM), for the others: at the highest dose activation, usual class: activators; further: potency means the concentration at half of the fitted maximal effect; nearly all actives have a fitted effect of over 50% in size
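Compounds were added across a concentration range to EPAC2 (100 nM), RAP1B-BODIPY-GDP (250 nM) and GDP (50 uM). After 5 min at room temperature, fluorescence was recorded at 5-min intervals for 30 min.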
PLK1 PBD inh = inhibitors of human PLK1 polo-box domain binding; actives 2.8% (n = 360,000); Potency, µM, without a hit: max response, negative = inhibition, hits mostly inhibitors; Plk1 PBD binding of FITC phosphopeptide, fluorescence polarization; further: potency means the concentration at half of the fitted maximal effect; series mostly up to about 57 µM; on the % scale 0 is the no-effect control and ±100 the full control effect; nearly all actives have a fitted effect of over 65% in size
Target sequence (P53350 whole entry, looked up, the tested form may be a part): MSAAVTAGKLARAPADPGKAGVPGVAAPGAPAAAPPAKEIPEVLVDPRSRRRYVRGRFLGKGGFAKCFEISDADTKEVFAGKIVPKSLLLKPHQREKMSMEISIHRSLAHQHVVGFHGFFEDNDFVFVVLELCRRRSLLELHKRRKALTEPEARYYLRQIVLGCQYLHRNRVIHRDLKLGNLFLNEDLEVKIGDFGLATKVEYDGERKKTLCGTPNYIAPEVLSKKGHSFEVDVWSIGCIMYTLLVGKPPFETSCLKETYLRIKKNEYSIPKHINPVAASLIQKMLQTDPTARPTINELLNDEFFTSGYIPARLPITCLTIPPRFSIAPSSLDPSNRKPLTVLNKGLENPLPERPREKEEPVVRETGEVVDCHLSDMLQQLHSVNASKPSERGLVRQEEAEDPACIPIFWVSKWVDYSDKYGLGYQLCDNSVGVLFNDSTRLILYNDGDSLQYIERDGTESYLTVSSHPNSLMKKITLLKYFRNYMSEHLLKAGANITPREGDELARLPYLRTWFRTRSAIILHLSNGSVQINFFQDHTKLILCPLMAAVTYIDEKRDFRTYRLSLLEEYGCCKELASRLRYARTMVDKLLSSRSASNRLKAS
PI5P4Ka inh = PI5P4K alpha (human) kinase inhibition | PI5P4Kalpha enzyme, ADP-Glo luminescence, 60 min; stronger effect = lower value | max response, % | actives 1.2% (n = 330,000) | AID 652105; active means max response of -50% or lower; inconclusive means between -30% and -50%; inactive means -30% or higher; further: value at the top dose of about 77 µM; on the % scale 0 is the no-effect control and ±100 the full control effect
Target sequence (P48426 whole entry, looked up): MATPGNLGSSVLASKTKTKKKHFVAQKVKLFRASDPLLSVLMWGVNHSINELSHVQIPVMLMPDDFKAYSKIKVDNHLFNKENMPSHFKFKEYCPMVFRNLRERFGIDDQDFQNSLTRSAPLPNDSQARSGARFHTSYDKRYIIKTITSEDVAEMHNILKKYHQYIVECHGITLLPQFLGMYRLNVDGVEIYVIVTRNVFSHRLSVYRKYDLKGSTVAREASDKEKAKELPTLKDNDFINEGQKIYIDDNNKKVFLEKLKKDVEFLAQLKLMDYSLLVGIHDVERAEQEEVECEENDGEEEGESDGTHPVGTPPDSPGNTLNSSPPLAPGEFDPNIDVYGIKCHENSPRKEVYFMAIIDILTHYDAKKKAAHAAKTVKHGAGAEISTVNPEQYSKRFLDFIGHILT
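Reactions run in 0.038 M HEPES pH 7.4, 0.28 mM EGTA, 0.1% CHAPS and 5% DMSO, with PI5P4Kalpha, substrate, compound and 5 microM ATP final, one hour at room temperature. Readout is ADP-Glo luminescence.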
CCT chaperon mod = changes cytosolic chaperonin activity | purified chaperonin ATPase assay, HTRF ADP detection, 30 min | activity change, % (no concentration beside the values), hits read low | actives 0.3% (n = 360,000) | AID 651819; in the data active means activity change below about -30%; further: on the % scale 0 is the no-effect control and ±100 the full control effect
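We incubate TRiC, 40 or 20 nM final, with library compounds at 76 uM and 10 uM ATP for 30 min at 37 °C. ADP formed is detected with Transcreener HTRF reagents after 30 min at room temperature.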
An asterisk follows results filed as active; ? = inconclusive; . = not tested or not shown; [ ] = dose if it differs, or a comment. Unless noted, the call rests on the fitted dose curve; in most records, active means well fitted curve in the direction sought with a large enough effect; inconclusive means small, poorly fitted or top-dose-only effect, or another doubt; inactive means no such curve, though single readings can be large; an effect the other way counts as inactive or inconclusive.

SMILES | EPAC1 antag | EPAC1 agonist | WRN inhibitor | IL-2 act | EPAC2 agonist | PLK1 PBD inh | PI5P4Ka inh | CCT chaperon mod
Cc1ccc(C(=O)N(C)CC(=O)Nc2ccc(Cl)c(C(F)(F)F)c2)cc1S(=O)(=O)N1CCCCC1 | -29% | 1% | -4% | -0.7 | 2% | -10% | 1 | 0.6
CC1(C(=O)NS(=O)(=O)c2cccc(F)c2)CCN1C(=O)Cc1ccc(Cl)cc1Cl (configuration not stated) | 0% | -7% | 5% | 0.3 | 3% | 2% | -3 | -1.7
COc1ccc2ccc(=O)oc2c1CC(O)C(C)(C)O (configuration not stated) | -3% | 2% | -1% | 2.2 | 8% | -7% | -5 | -2.3
CN1CCN(S(=O)(=O)c2ccc3ccccc3c2)CC1 | ? | 5% | -1% | -2.3 | 3% | -1% | 5 | 0.3
Fc1ccc(Cn2nnnc2CN2CCN(C3CCCCC3)CC2)cc1 | 4% | -9% | 1% | -1.3 | -4% | -6% | . | -0.2
Cc1ccc(C)c(NC(=O)Cn2nc([N+](=O)[O-])c(Br)c2C)c1 | 1% | -4% | 6% | -1.7 | 2% | -7% | -6 | -2.1
CC(=O)NC(c1ccccc1)c1nc(-c2cc3ccccc3o2)cs1 (configuration not stated) | 15% | -16% | -1% | -1.0 | 6% | -8% | -1 | 0.9
CN(C)C(=O)CCc1ccc2c3c([nH]c2c1)[C@]1(C)[C@@H](C(=O)N2CCCCC2)C[C@H](CC(=O)NCCCn2ccnc2)C(=O)N1CC3 | 5% | -18% | -4% | 0.3 | 4% | -9% | -10 | 0.3
COc1ccc(O)c(/C=N/N=C/c2cccc([N+](=O)[O-])c2)c1 | 5% | 12% | -6% | 0.9 | -5% | -3% | 0 | 1.1
O=C(CN1C(=O)CSc2ccccc21)Nc1ccccc1C(=O)N1CCOCC1 | 6% | 0% | 6% | -1.7 | 11% | -13% | . | -1.5
Cc1onc(-c2ccccc2)c1C(=O)N/N=C/C=C/c1ccccc1 | -1% | 4% | -3% | 1.4 | 5% | 0% | 3 | 1.9
O=C1CCc2cc(S(=O)(=O)N3CCC(C(=O)NC4CCCC4)CC3)ccc2N1 | -1% | 3% | -1% | 1.3 | 4% | -3% | -2 | 2.4
CC(Cc1ccccc1)NC(=O)C1CCCNC1=O (configuration not stated) | 4% | 6% | . | -2.5 | 9% | 0% | . | 1.4
O=C(O)C1CCCCC1C(=O)Nc1ccc(S(=O)(=O)N2CCOCC2)cc1 (configuration not stated) | -23% | 2% | -5% | 0.3 | 0% | -12% | -1 | -2.5
COc1ccc(-c2nc(CSCC(=O)NC3CC3)c(C)o2)cc1OC | -21% | 6% | 1% | -2.3 | 9% | -10% | 1 | -4.2
CCCCn1c(N)c(N(CCC(C)C)C(=O)CSc2nnc(Nc3ccccc3)s2)c(=O)[nH]c1=O | 5% | -12% | -5% | 3.0 | -17% | -7% | 1 | -1.8
COc1ccc([N+](=O)[O-])cc1NC(=O)CCN1CCN(c2ccccc2OC)CC1 | -2% | -10% | 10% | -3.1 | -9% | -3% | -5 | -0.3
COc1ccccc1NC(=O)Cn1nnc(-c2ccccc2NC(=O)c2cccs2)n1 | 11% | 2% | -7% | 2.9 | -7% | 2% | 9 | 0.1
O=C(CCc1c[nH]c2ccccc12)NC(Cc1c[nH]c2ccccc12)C(=O)O (configuration not stated) | 11% | -2% | -5% | 0.2 | 2% | -14% | 3 | 0.0
S=C(Nc1ccccc1)Nc1nc2ccccc2n1CCOc1ccc(Br)cc1 | 0% | 7% | -19%[57.1 µM] | -2.2 | 8% | -8% | 1 | -1.3
NC1=NC(=O)/C(=C/c2cn(CCC(=O)O)nc2-c2ccc(F)cc2)S1 | -16% | -2% | -21% | 0.2 | -1% | -3% | -21 | -0.8
CN(C)S(=O)(=O)c1ccc(C(=O)OCC(=O)NCc2ccco2)cc1 | -5% | -4% | 5%[57.1 µM] | 1.4 | -1% | -26% | -11 | 0.5
COc1ccc(C(=O)On2c(-c3ccc(Br)cc3)nc3ccccc3c2=O)cc1 | -11% | -10% | -5% | -3.0 | -1% | -6% | 2 | -2.8
Cc1cc(NC(=O)c2cc(-c3ccco3)on2)n(-c2ccccc2)n1 | -2% | 3% | -7%[11.6 µM] | -2.4 | -1% | -5% | . | -5.4
CCC(=O)Nc1c(C)n[nH]c1C | 7% | -6% | -27% | 0.3 | 14% | -11% | -1 | 0.9
Nc1ccc(SCc2nc3cccc4c3n2CCC4)cc1 | -12% | 1% | -1% | -1.0 | 5% | -5% | -8 | -2.1
CCC(c1nnnn1-c1c(C)cccc1C)N1CCN(c2ccc(C(F)(F)F)cc2[N+](=O)[O-])CC1 (configuration not stated) | -25% | -15% | -4% | -0.8 | 3% | -16% | 0 | 0.4
CC1CN(c2ccc([N+](=O)[O-])c(NCCOc3ccccc3)c2)CC(C)N1 (configuration not stated) | ? | -12% | -2% | -3.4 | 6% | -8% | -5 | -0.1
Cc1nc2nc(SCC(=O)NCCN3CCOCC3)nn2c(C)c1Cc1ccccc1 | 11% | 7% | 6% | -1.6 | -3% | -4% | . | -2.9
CC(=O)Oc1ccc(-c2nc3ccccc3c(=O)o2)cc1 | -2% | 12% | -1% | -0.5 | 9% | -12% | -8 | -0.7
COc1ccc(Cc2nnc(-c3ccc(F)cc3)o2)cc1OC | 0% | -7% | -5% | -3.5 | 10% | 2% | 3 | -2.4
COc1ccc(CCNC(=O)CC(Cc2ccccc2)C(=O)O)cc1OC (configuration not stated) | 2% | 3% | 3% | -3.6 | 7% | 4% | 2 | -2.7
Cc1ccnc2nc(C(=O)OCC(=O)c3ccc(NC(=O)CC(C)C)cc3)nn12 | -29% | -21% | -15% | 1.1 | -10% | 1% | -27 | -1.7
COc1ccc(C(=O)c2cc(C(C)=O)c(Nc3ccccc3)s2)cc1 | -7% | 20% | -5% | -2.7 | 0% | ? | 18 | -0.2
O=C(Cc1n[nH]c(=O)[nH]c1=O)N/N=C/c1ccccc1O | -7% | -1% | -14% | 2.1 | 9% | -1% | . | -1.8
COc1ccc(NC(=O)CSc2nnc(NC(=O)C3CCC3)s2)c(OC)c1 | -6% | -6% | -1% | -0.3 | 5% | -5% | 2 | -2.1
O=C(c1nc2nc(-c3ccccc3)cc(C(F)(F)F)n2n1)N1CCCCC1 | -1% | 6% | 4% | -0.8 | -7% | -9% | . | -0.5
O=C(Nc1ccc(F)cc1F)C1(c2cccs2)CCOCC1 | ? | -5% | 4% | 0.2 | 0% | -24% | -1 | -0.5
CC1(C)OC(=O)N2CCc3ccccc3C21C (configuration not stated) | 11% | 2% | 2% | -1.5 | 0% | -7% | -4 | -2.0
CC(C)NCC(O)COc1c(F)cc(Br)cc1F (configuration not stated) | 2% | 1% | 6% | -0.7 | -9% | -2% | -5 | 1.0
O=C(/C=N/O)Nc1ccc2sc3ccccc3c2c1 | 1% | 5% | -1% | -0.3 | 0% | 6% | 23 | -1.6
CC(=O)NC(c1cccc(F)c1)c1nc(-c2ccccc2)cs1 (configuration not stated) | -2% | 5% | -2%[57.1 µM] | -0.3 | 0% | -2% | 3 | -0.3
O=c1[nH]c(CN2CCN(Cc3ccccc3)CC2)nc2scc(-c3ccccc3)c12 | ? | 4% | -6% | -3.2 | 13% | -14% | -2 | -1.3
Cc1ccc(OCCC(=O)OCC(=O)Nc2cc(S(=O)(=O)N(C)C)ccc2C)cc1 | -10% | -2% | -7% | -0.2 | 9% | -2% | 4 | -1.9
CC1CCC(NC(=O)c2cc3c(=O)n(C)c4ccccc4c3n2C)CC1 (configuration not stated) | -5% | -3% | 3% | -1.5 | -8% | -7% | 6 | -2.5
CCN1CCN(c2ccc([N+](=O)[O-])cc2S(=O)(=O)N2CCOCC2)CC1 | 6% | -5% | 8% | 0.9 | 5% | -5% | 4 | 0.8
COC(=O)c1c(NC(=O)CN2C(=O)C(=O)N(CC(C)C)C2=O)sc(C)c1C | 6% | 10% | -25% | -3.6 | -3% | -9% | 1 | 0.9
COC(=O)c1cc2occc2n1Cc1nc(-c2ccccc2C)oc1C | -10% | 2% | -1% | -2.3 | 4% | -11% | -9 | -0.5

Molecules listed so far with fluorine (ten):
SMILES | EPAC1 antag | EPAC1 agonist | WRN inhibitor | IL-2 act | EPAC2 agonist | PLK1 PBD inh | PI5P4Ka inh | CCT chaperon mod
Cc1ccc(C(=O)N(C)CC(=O)Nc2ccc(Cl)c(C(F)(F)F)c2)cc1S(=O)(=O)N1CCCCC1 | -29% | 1% | -4% | -0.7 | 2% | -10% | 1 | 0.6
CC1(C(=O)NS(=O)(=O)c2cccc(F)c2)CCN1C(=O)Cc1ccc(Cl)cc1Cl (configuration not stated) | 0% | -7% | 5% | 0.3 | 3% | 2% | -3 | -1.7
Fc1ccc(Cn2nnnc2CN2CCN(C3CCCCC3)CC2)cc1 | 4% | -9% | 1% | -1.3 | -4% | -6% | . | -0.2
NC1=NC(=O)/C(=C/c2cn(CCC(=O)O)nc2-c2ccc(F)cc2)S1 | -16% | -2% | -21% | 0.2 | -1% | -3% | -21 | -0.8
CCC(c1nnnn1-c1c(C)cccc1C)N1CCN(c2ccc(C(F)(F)F)cc2[N+](=O)[O-])CC1 (configuration not stated) | -25% | -15% | -4% | -0.8 | 3% | -16% | 0 | 0.4
COc1ccc(Cc2nnc(-c3ccc(F)cc3)o2)cc1OC | 0% | -7% | -5% | -3.5 | 10% | 2% | 3 | -2.4
O=C(c1nc2nc(-c3ccccc3)cc(C(F)(F)F)n2n1)N1CCCCC1 | -1% | 6% | 4% | -0.8 | -7% | -9% | . | -0.5
O=C(Nc1ccc(F)cc1F)C1(c2cccs2)CCOCC1 | ? | -5% | 4% | 0.2 | 0% | -24% | -1 | -0.5
CC(C)NCC(O)COc1c(F)cc(Br)cc1F (configuration not stated) | 2% | 1% | 6% | -0.7 | -9% | -2% | -5 | 1.0
CC(=O)NC(c1cccc(F)c1)c1nc(-c2ccccc2)cs1 (configuration not stated) | -2% | 5% | -2%[57.1 µM] | -0.3 | 0% | -2% | 3 | -0.3

These rows are one share of the data; count on the stated rates, not on these rows.
